# Abeta yeast res – restores growth of yeast expressing A-beta42 peptide | yeast expressing A-beta42, growth rescue, OD600, 48 h; response scale: 0% DMSO, 100% iron-clioquinol control | Potency, µM (series often up to 46.1 µM), inactives show at the highest dose growth rescue, hits mostly activators | hit rate 0.063% among 410,000 | AID 1347071; note: potency is the fitted concentration of half-maximal effect; nearly all actives have a fitted effect of over 55% in size
#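 Yeast A-beta toxicity model in growth medium with pinned compounds, 48 h at 30 C; growth read as absorbance at 600 nm. Normalized to FeCl3/clioquinol equimolar mix (positive) and DMSO (negative).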
# FUS suppressor – FUS proteinopathy suppression in yeast; S. cerevisiae FUS-expressing, growth rescue, OD600, 24 h; Potency, µM (titrated, usually from 76.6 µM), for the others: top-dose growth rescue (activation), usual class: activators; hit rate 0.24% among 390,000;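 note: potency is the fitted concentration of half-maximal effect; plate controls were DMSO vehicle for no effect and reference control for full effect; nearly all actives have a fitted effect of over 55% in size; some results filed as inactive show a strong effect at the top dose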
#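 Restored growth of FUS-toxic S. cerevisiae, read as 600 nm absorbance after 24 h at 30C in galactose medium (starting OD 0.005). Controls CP55940 and DMSO.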
# WRN helicase inh – blocks human WRN helicase; Q14191; WRN helicase unwinding, fluorescent forked duplex, kinetic; Potency, µM (top dose mostly 114 µM), for the others: at the highest dose activity change, negative = inhibition, actives largely listed as inhibitors; hit rate 0.46% among 360,000; note: potency is the fitted concentration of half-maximal effect; % is set by controls: 0 for no effect and ±100 for the full control effect; nearly all actives have a fitted effect of over 55% in size
#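 Screening of the MLSMR collection measured strand separation of a quenched forked DNA duplex (100 nM) by 20 nM WRN with 2 mM ATP, all final. Compounds were preincubated with enzyme 15 min at room temperature.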
# IL-2 act – activates IL-2 in a cell-based reporter assay | IL-2 activation reporter assay, cell-based qHTS; stimulated with anti-CD3/CD4/CD28 beads; in transgenic mouse T cells | hit rate 0.065% among 360,000 | activation, % (series mostly up to about 46 µM); in the data active = activation above about 50%; inconclusive = mostly about 30% to 49%; note: 0% is about no effect
#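 Unstimulated transgenic mouse T cells preincubated 60 min with compound, then stimulated with anti-CD3/anti-CD4-coated beads plus anti-CD28 for 18 h at 37 degrees C. IL-2 response read as EGFP and DsRed fluorescence by plate cytometry.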
# EPAC1 antag – blocks human EPAC1 exchange factor | O95398 | EPAC1 GEF assay, Rap1b-BODIPY-GDP exchange fluorescence | Potency, µM (highest dose often 115 µM), inactives show top-dose activity change, negative = inhibition, actives largely listed as inhibitors | hit rate 0.14% among 360,000 | AID 720709;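 note: potency is the fitted concentration of half-maximal effect; plate controls were vehicle for no effect and positive control for full effect; nearly all actives have a fitted effect of over 50% in size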
# Target sequence (O95398 whole entry, looked up): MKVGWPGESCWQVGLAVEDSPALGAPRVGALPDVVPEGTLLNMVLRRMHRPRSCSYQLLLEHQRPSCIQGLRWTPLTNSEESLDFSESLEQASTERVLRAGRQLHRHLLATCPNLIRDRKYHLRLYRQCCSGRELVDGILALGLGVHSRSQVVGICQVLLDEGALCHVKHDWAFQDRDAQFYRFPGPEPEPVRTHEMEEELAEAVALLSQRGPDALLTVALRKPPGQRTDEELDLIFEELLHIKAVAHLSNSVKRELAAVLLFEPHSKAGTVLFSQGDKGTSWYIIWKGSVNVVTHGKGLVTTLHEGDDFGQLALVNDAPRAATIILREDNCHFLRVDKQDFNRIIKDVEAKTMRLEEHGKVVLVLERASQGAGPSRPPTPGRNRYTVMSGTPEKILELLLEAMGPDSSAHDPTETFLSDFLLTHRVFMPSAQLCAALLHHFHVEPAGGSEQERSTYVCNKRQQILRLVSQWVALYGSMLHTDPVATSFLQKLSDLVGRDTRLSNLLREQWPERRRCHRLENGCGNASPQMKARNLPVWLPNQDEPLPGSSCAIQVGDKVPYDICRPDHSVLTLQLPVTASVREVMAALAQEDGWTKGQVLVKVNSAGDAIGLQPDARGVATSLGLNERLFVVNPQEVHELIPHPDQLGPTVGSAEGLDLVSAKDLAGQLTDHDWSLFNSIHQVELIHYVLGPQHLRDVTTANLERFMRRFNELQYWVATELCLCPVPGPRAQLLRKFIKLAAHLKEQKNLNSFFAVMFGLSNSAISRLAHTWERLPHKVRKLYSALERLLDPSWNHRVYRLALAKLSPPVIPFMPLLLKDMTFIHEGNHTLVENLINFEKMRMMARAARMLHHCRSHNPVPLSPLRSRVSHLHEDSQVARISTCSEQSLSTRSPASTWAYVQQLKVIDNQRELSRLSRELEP
# aSyn yeast inh – inhibitors of alpha-synuclein toxicity in yeast. Yeast expressing alpha-synuclein, growth rescue, BacTiter-Glo, 24 h. Potency, µM (top dose mostly 46.1 µM), inactives show at the highest dose growth rescue (activation), hits mostly activators. hit rate 0.14% among 370,000. AID 652106; note: potency is the fitted concentration of half-maximal effect; % of control where 0% means no effect; nearly all actives have a fitted effect of over 65% in size
#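 Galactose-induced alpha-syn yeast (OD600=0.02, raffinose-pregrown) + pinned cpd, 24 hr, 30 deg C; growth by BacTiter-Glo luminescence. Growth restoration scores as activation.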
# EPAC1 ag – EPAC1 (human) agonism; Potency, µM (highest dose often 154 µM), without a hit: at the highest dose activation, usual class: activators; O95398; hit rate 0.073% among 360,000; EPAC1 agonist qHTS, biochemical assay; response scale: 100% = response to 6.5 mM cAMP; note: potency is the fitted concentration of half-maximal effect; nearly all actives have a fitted effect of over 60% in size
#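 Nucleotide exchange assay: 100 nM EPAC1 with 250 nM Rap1B loaded with BODIPY-GDP and 50 uM GDP, room temperature. Fluorescence (480/540 nm) read every 5 min for 30 min; signal change normalized to 6.5 mM cAMP as full agonist.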
# PI5P4Ka inh – inhibitors of human PI5P4K alpha; PI5P4Kalpha enzyme, ADP-Glo luminescence, 60 min; hits give low values; max response, %; hit rate 1.2% among 330,000; AID 652105; active = max response of -50% or lower; inconclusive = between -30% and -50%; inactive = -30% or higher; note: value at the top dose of about 77 µM; % is set by controls: 0 for no effect and ±100 for the full control effect
#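 Luminescence from ADP-Glo served as readout of PI5P4Kalpha activity in a qHTS format. Reaction: enzyme, substrate, compound, ATP at 5 microM final, 60 min at RT.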
# PLK1 PBD inh – blocks phosphopeptide binding to human PLK1 polo-box domain | P53350 | Plk1 PBD binding of FITC phosphopeptide, fluorescence polarization | Potency, µM, for inactives: max response, negative = inhibition, most hits filed as inhibitors | hit rate 2.8% among 360,000; note: potency is the fitted concentration of half-maximal effect; series mostly up to about 57 µM; % is set by controls: 0 for no effect and ±100 for the full control effect; nearly all actives have a fitted effect of over 65% in size
# * marks the source's active call; other numbers are inactive results; ? = inconclusive; . = not tested or not shown; & = joins results of further samples; [ ] = another dose, or the depositor's remark. Unless noted, calls come from the whole dose curve; as a rule, active = well fitted curve in the direction sought with a large enough effect; inconclusive = small, poorly fitted or top-dose-only effect, or another doubt; inactive = no such curve, though single readings can be large; an effect the other way counts as inactive or inconclusive.
item	Structure	Abeta yeast res	FUS suppressor	WRN helicase inh	IL-2 act	EPAC1 antag
1	Cc1cccc(NC(=O)CNC(=O)CN2C(=O)NC3(CCCCC3C)C2=O)c1C (stereo unspecified)	8%	13%	-7%	4.6	-4%
2	CCCn1c(SCC(=O)Nc2nccs2)nnc1-c1cccnc1	10%	20%	6%	-0.4	0%
3	CCOC(=O)N1CCN(C(=O)c2ccc3c(c2)N(Cc2ccccc2)CCS3)CC1	-7%	?	-3%	-4.7	-18%
4	Cc1[nH]c(=S)c(C#N)c(-c2ccccc2)c1C(=O)Nc1ccccc1	9%	27%	-25%	-1.7	-8%
5	Cc1ccc(S(=O)(=O)NCC(=O)NCC(=O)OCC(=O)N2CC(=O)Nc3ccccc32)cc1C	-8%	4%	1%	-0.5	10%
6	Brc1ccccc1CN1CCC(Cc2ccccc2)CC1	10%	8%	-31%	0.1	-1%
7	Cc1cc2ncn(S(=O)(=O)c3ccc(F)cc3)c2cc1C	9%	-15%	3%	0.6	15%
8	Cc1ccc(-c2n[nH]c3c2C(c2cccc(O)c2)N(c2ccc(C(=O)O)cc2)C3=O)cc1 (stereo unspecified)	10%&-4%	1%&24%	0%	-0.2	1%
9	O=C(N/C(=C/c1ccccc1)C(=O)N1CCOCC1)c1ccc([N+](=O)[O-])cc1	-26%	0%	1%	-0.4	6%
10	Cc1ccccc1C(=O)/C=C1/c2ccccc2CC(C)(C)N1C	12%	18%	2%	2.2	4%
11	Cn1nc(SCc2ccccc2)c(=O)[nH]c1=O	3%	-16%	10%	-1.9	7%
12	CCCCCCCCN1C(=O)[C@H](CC(=O)NCCC(C)C)C[C@@]2(C(=O)OC)CC(C)(C)CC=C12	-2%	?	-4%	1.6	2%
13	CN(C)c1ccc(CNC(=O)CCc2ccc(S(=O)(=O)N3CCCCCC3)cc2)cc1	1%	16%	1%	0.6	-4%
14	C[C@@H]1CN([C@@H](C)CO)C(=O)c2cc(NC(=O)C3CCCCC3)ccc2O[C@@H](C)CCCCO[C@@H]1CN(C)Cc1ccncc1	-8%	-9%	3%	0.3	6%
15	CN(C)CCNC(=O)Nc1ccc(F)cc1F	-6%	0%	-8%	-1.9	2%

item	aSyn yeast inh	EPAC1 ag	PI5P4Ka inh	PLK1 PBD inh
1	-1%	1%	-6	-4%
2	-4%	-3%	-3	-9%
3	-1%	9%	-6	1%
4	-11%	10%	?	?
5	?	-14%	-21	17µM*
6	-9%	4%	5	-4%
7	-1%	9%	0	-4%
8	3%	-5%	-18	0%
9	4%	0%	3	-1%
10	3%	-5%	.	-1%
11	5%	-13%	-4	2%
12	2%	-12%	3	-7%
13	0%	6%	-2	-8%
14	1%	-6%	5	-9%
15	-4%	3%	-2	-2%

# Remaining list, next part.
item	Structure	Abeta yeast res	FUS suppressor	WRN helicase inh	IL-2 act	EPAC1 antag
16	CC(=O)c1cccc(NC(=O)c2cc3nc(C)cc(C)n3n2)c1	-5%	-8%	-16%	0.3	3%
17	Cc1nc(-c2cccc(S(=O)(=O)N3CC(C)CC(C)C3)c2)cs1 (stereo unspecified)	-25%	1%	-2%	0.7	-10%
18	CCc1ccccc1Nc1ncnc2ccccc12	-36%[inhibitor]	7%	-9%	-0.5	12%
19	CC(=O)Oc1ccc(C(=O)[C@H]2[C@H]3C(=O)N(c4ccc(C)cc4)C(=O)[C@H]3[C@@H]3C=CC=NN32)cc1	14%	?	-5%	0.6	5%
20	COc1cccc(Cn2cc(-c3cccc(C(F)(F)F)c3)nn2)c1	-8%	?	-10%	-1.1	-18%
21	Cc1ccccc1NC(=O)Cn1nnc(C(=O)NCc2ccco2)c1N	-12%&2%	17%&-2%	0%	3.3	2%
22	Cc1c(C(=O)N2CCCCCC2)c(S(=O)(=O)Nc2cccc(F)c2)c(C)n1C	-11%	13%	2%	-1.9	-2%
23	O=C(Cn1ccnc1)c1ccc(Cl)cc1	-6%	-19%	0%	-0.9	17%
24	CCN(CC)C(=O)CN1CCN(c2ccccc2F)CC1	-7%	-7%	5%[57.1 µM]	0.6	10%
25	COC(=O)C1=NN[C@H](C(=O)OC)[C@H]1c1ccccc1	8%	.	-16%	-0.2	-2%
26	Cc1cc(C)c(S(C)(=O)=O)c(Oc2ccc(C(C)(C)C)cc2)n1	5%	.	7%	-4.4	-9%
27	O=C(C1CCN(S(=O)(=O)c2cccs2)CC1)N1CCN(c2ccccc2)CC1	-6%	7%	-7%	0.1	-3%
28	Cc1cccc(C(=O)Nc2nnc(COc3ccccc3)s2)c1	2%	2%	-16%	-0.7	-3%
29	Cc1ccc(-c2c(C(=O)N/N=C/c3ccc(OC(C)C)cc3)nnn2-c2nonc2N)cc1	.	-13%	-8%	2.1	-30%
30	CCOCCn1c(SCc2c(F)cccc2Cl)nc2c1c(=O)[nH]c(=O)n2C	7%	-5%	-5%	-1.4	5%

item	aSyn yeast inh	EPAC1 ag	PI5P4Ka inh	PLK1 PBD inh
16	-6%	5%	-10	-7%
17	-15%	-1%	19	2%
18	-8%	0%	-3	-6%
19	8%	5%	-27	-22%
20	3%	-18%	5	-7%
21	0%	-5%	-10	27µM*
22	-8%	9%	2	-11%
23	-2%	0%	0	-1%
24	4%	-2%	.	2%
25	-3%	8%	-4	-16%
26	-17%	-5%	3	-7%
27	.	-4%	3	-5%
28	-12%	8%	0	-7%
29	-8%	4%	1	-8%
30	-11%	3%	.	-9%

# 6 compounds already listed, arranged by length of the SMILES, falling:
item	Structure	Abeta yeast res	FUS suppressor	WRN helicase inh	IL-2 act	EPAC1 antag
8	Cc1ccc(-c2n[nH]c3c2C(c2cccc(O)c2)N(c2ccc(C(=O)O)cc2)C3=O)cc1 (stereo unspecified)	10%&-4%	1%&24%	0%	-0.2	1%
29	Cc1ccc(-c2c(C(=O)N/N=C/c3ccc(OC(C)C)cc3)nnn2-c2nonc2N)cc1	.	-13%	-8%	2.1	-30%
9	O=C(N/C(=C/c1ccccc1)C(=O)N1CCOCC1)c1ccc([N+](=O)[O-])cc1	-26%	0%	1%	-0.4	6%
3	CCOC(=O)N1CCN(C(=O)c2ccc3c(c2)N(Cc2ccccc2)CCS3)CC1	-7%	?	-3%	-4.7	-18%
27	O=C(C1CCN(S(=O)(=O)c2cccs2)CC1)N1CCN(c2ccccc2)CC1	-6%	7%	-7%	0.1	-3%
4	Cc1[nH]c(=S)c(C#N)c(-c2ccccc2)c1C(=O)Nc1ccccc1	9%	27%	-25%	-1.7	-8%

item	aSyn yeast inh	EPAC1 ag	PI5P4Ka inh	PLK1 PBD inh
8	3%	-5%	-18	0%
29	-8%	4%	1	-8%
9	4%	0%	3	-1%
3	-1%	9%	-6	1%
27	.	-4%	3	-5%
4	-11%	10%	?	?

# Going on with the list.
item	Structure	Abeta yeast res	FUS suppressor	WRN helicase inh	IL-2 act	EPAC1 antag
31	CCOC(=O)c1c(C)[nH]c(C)c1C(=O)COC(=O)/C=C/c1ccc(Cl)cc1	-8%	.	-32%	-1.6	-24%
32	O=C(NCCF)[C@H]1C[C@@H]1[C@H](NP(=O)(c1ccccc1)c1ccccc1)c1ccccc1	7%	14%	10%	-1.6	2%
33	CN(CC(=O)Nc1cccc(F)c1)C(=O)CSc1nc2ccccc2s1	40%	23%	-6%	-5.0	-2%
34	CCCNC(=O)c1ccc(N2CCC3(CC2)CC(c2cccc(Br)c2)=NO3)c(NC(=O)c2ccc(Cl)c([N+](=O)[O-])c2)c1	3%	?	1%	-0.2	-3%
35	CCc1nc(N[C@@H](CC(C)C)C(=O)O)c2oc3ccccc3c2n1	-8%	1%	-3%	0.6	13%
36	Cc1[nH]n2c(=O)cc(-c3ccc([N+](=O)[O-])cc3)nc2c1-c1ccccc1	-14%	?	-19%[57.1 µM]	2.5	-15%
37	CC1(C)CC(=O)C=C(Nc2ccc(O)cc2)C1	2%	-9%	1%	-1.6	-6%
38	Cc1noc(C)c1C(=O)N1CCCc2ccccc21	-1%	-4%	-2%	0.2	-2%
39	CCn1ccc(C(=O)NCc2ccc3c(c2)OCO3)n1	5%	1%	-1%	1.0	15%
40	O=C(CCC(=O)N1CCN(S(=O)(=O)c2ccc(Cl)cc2)CC1)NCc1ccccc1	11%	.	2%	0.6	-15%
41	O=C(C1CC2C=CC1C2)N1CCN(c2ccccc2)CC1 (stereo unspecified)	-33%[inhibitor]	-21%	10%	-3.5	-1%
42	CC(=O)N1CCN2C(=O)C1CCCC(=O)c1cc(C(C)C)ccc12 (stereo unspecified)	-1%	-6%	2%	0.8	-4%
43	CN1C[C@@H]2C(c3ccccc3)C3(c4ccccc4)CC2(C3)[C@H]1c1ccccc1 (stereo partly specified)	16%	0%	-10%	-0.6	-18%
44	COc1ccccc1C(=O)NCCC(=O)NCC(C)(C)N1CCOCC1	-1%	2%	-11%	0.7	-19%
45	COc1ccc(C(CNC(=O)c2ccc(S(=O)(=O)N3CCCC3)cc2)N2CCOCC2)cc1 (stereo unspecified)	-16%	15%	-13%	-0.2	10%

item	aSyn yeast inh	EPAC1 ag	PI5P4Ka inh	PLK1 PBD inh
31	9%	21%	15	-9%
32	-1%	-11%	-1	-10%
33	-1%	10%	-10	-26%
34	1%	-23%	-4	5%
35	2%	5%	0	-5%
36	1%	6%	-18	?
37	-4%	7%	2	-6%
38	1%	1%	-3	-5%
39	-6%	3%	5	-2%
40	-5%	-5%	-7	?
41	-3%	-7%	-13	-3%
42	1%	-5%	-2	-5%
43	2%	-5%	-5	-9%
44	-5%	19%	-3	-4%
45	2%	-5%	13	-10%

# From PubChem

# Not a hit list; any-hit rate near 4.1%.
